From PubChem
NPY-Y1 PAM-ag: potentiates or activates human NPY-Y1 receptor. P25929. NPY-Y1 expressing cells, potentiator/agonist activation. activation, % at 3.6 µM. 0.37% of 220,000 active. AID 1304; in the data active means activation above about 33%, passing the limit was not always enough;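 further: cells stimulated with NPY at EC10 then isoproterenol at EC100; 0% = low agonist plus stimulus and 100% = saturating agonist plus stimulus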
Target sequence (P25929 whole entry, looked up): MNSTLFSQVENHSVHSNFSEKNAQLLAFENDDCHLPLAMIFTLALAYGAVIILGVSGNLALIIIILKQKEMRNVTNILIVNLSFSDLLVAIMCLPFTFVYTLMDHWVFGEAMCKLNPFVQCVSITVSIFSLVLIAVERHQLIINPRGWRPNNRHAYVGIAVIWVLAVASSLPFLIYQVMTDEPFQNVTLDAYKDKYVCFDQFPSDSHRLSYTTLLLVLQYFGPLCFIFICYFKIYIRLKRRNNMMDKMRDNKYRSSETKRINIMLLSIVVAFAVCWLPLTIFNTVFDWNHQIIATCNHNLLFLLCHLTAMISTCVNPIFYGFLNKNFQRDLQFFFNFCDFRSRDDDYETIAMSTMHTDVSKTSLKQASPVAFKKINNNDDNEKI
14-3-3 Bad PPI: disrupts binding of bovine 14-3-3 zeta to phospho-Bad peptide; TR-FRET 14-3-3zeta/Dy647-pBad peptide displacement, 1 h; inhibition, % at 21.7 µM; 0.71% of 220,000 active;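 active means inhibition above about 70%, limit read from the data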;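 further: 0% = full 14-3-3 plus peptide FRET controls and 100% = background without 14-3-3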
Target sequence (P63103 whole entry, looked up): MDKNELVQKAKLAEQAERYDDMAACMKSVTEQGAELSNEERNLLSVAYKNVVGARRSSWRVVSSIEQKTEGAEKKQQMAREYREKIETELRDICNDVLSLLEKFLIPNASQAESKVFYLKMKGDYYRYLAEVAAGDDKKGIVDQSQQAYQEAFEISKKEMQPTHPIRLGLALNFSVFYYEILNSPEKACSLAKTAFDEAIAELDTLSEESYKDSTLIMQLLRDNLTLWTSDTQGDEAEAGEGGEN
PPC-1+TRAIL kill: PPC-1 cancer cell killing with TRAIL present; PPC-1 cells + TRAIL, ATPLite viability luminescence; cell killing (% activity), % at 4 µM; 0.41% of 220,000 active;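 active means cell killing above 50% in the first pass at 4 µM, then a duplicate retest at 5 µM averaging 50% or more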;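 further: plate controls were cells with TRAIL plus DMSO for no effect and medium-only wells lacking cells for full effect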
EP2 mod: modulates human prostaglandin E2 receptor EP2 signaling; P43116; EP2-expressing cells, cAMP HTRF FRET, PGE2 co-stimulation; induction, % at 25 µM; 0.83% of 260,000 active; AID 940;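 active means compounds whose cAMP rise, as percent of the full-agonist control response, exceeds 60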;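 further: rat C6 glioma line stably carrying human EP2 under a CMV promoter; the protocol text gives 20 µM as final concentration; 100% = response of wells given 1 µM PGE2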
Target sequence (P43116 whole entry, looked up): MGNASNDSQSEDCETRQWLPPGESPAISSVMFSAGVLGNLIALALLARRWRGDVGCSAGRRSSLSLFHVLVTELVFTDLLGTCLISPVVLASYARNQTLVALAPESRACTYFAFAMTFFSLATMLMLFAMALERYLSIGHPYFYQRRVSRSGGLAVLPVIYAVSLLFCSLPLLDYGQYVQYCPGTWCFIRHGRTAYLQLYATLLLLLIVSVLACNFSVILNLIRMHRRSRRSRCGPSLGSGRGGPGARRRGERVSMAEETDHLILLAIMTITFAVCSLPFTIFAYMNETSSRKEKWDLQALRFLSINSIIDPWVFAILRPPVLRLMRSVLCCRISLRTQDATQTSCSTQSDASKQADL
zfTRPN1 agonist: activates the zebrafish TRPN1 channel; HEK293 zebrafish TRPN1-YFP, Fluo-8 calcium fluorescence; 100% = response to 87 µM carbachol; activation, % at 3 µM; 0.18% of 220,000 active;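 active means activation above its plate's cutoff, the mean activation of test wells on that plate plus 3 SD, cut at about 19% in these data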;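 further: 0% = DMSO alone and 100% = 87 µM carbachol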
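Material: zebrafish TRPN1-YFP in HEK293 cells. Doses: one dose of 3 µM, 0.3% DMSO. Incubation: dye 1 h 37 °C plus 30 min RT. Measured by: intracellular calcium fluorescence with Fluo-8.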
CHOP inhibitor: CHOP inhibition in unfolded protein response | CHO-K1 CHOP-promoter luciferase, tunicamycin-induced, 15-18 h | inhibition, % at 10 µM | 3.8% of 220,000 active | AID 2732;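 active means compounds that reduced the stress-induced luciferase reporter signal by more than about 70% of percent inhibition, limit read from the data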;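 further: 0% = tunicamycin plus vehicle and 100% = wells without tunicamycin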
NPY-Y1 antag: blocks the human neuropeptide Y Y1 receptor | P25929 | HEK293-CNG Y1 cells, membrane potential fluorescence; NPY at EC95, then isoproterenol | inhibition, % at 3.6 µM | 1% of 200,000 active | AID 1040;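 active means inhibition above the campaign mean inhibition of all tested compounds plus 3 SD, cut at about 20% in these data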;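 further: 0% = DMSO wells given NPY plus isoproterenol and 100% = isoproterenol alone without NPY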
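Test system: HEK293 cells co-expressing NPY Y1 receptor and cyclic-nucleotide gated channel; Also added: NPY (25 nM), isoproterenol (1 µM), Ro 20-1724 (25 µM); Compound dosing: one concentration, 3.6 µM, in 0.4% DMSO; Timing: dye 3 h, compound 60 min room temperature, stimulation 45 min; Technique: Membrane-potential fluorescent dye readout.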
TRPML3 ag: agonists of human TRPML3 channel; Q8TDD5; HEK293 TRPML3-YFP, Fluo-8 calcium fluorescence; 100% = the carbachol control signal; activation, % at 3 µM; 0.29% of 220,000 active;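 active means activation above its plate's cutoff, the mean activation of the plate's test wells plus 3 SD, cut at about 12% in these data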;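 further: 0% = DMSO only wells and 100% = carbachol wells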
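system = HEK293 cells stably carrying human TRPML3-YFP | doses = one concentration, 3 µM nominal, 0.3% DMSO | timing = dye loading 1 h 37 °C then 30 min ambient, 125 s read | detection = Fluo-8 calcium dye fluorescence, ex 470-495, em 515-575 nm | benchmarks = high control carbachol 87 µM, low control DMSO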
PGE2 EP2 inh: inhibitors of human EP2 prostaglandin E2 receptor. C6 glioma cells expressing human EP2, cAMP TR-FRET; cells stimulated with saturating PGE2. P43116. 0.52% of 260,000 active. inhibition, % at 25 µM. AID 1422;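 active means percent inhibition above 40 after rounding to a whole number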;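 further: rat C6 glioma host cells with rolipram phosphodiesterase inhibitor present; the protocol text gives 20 µM as final concentration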
Active calls of the source: *; · = no result given; & = joins results of further samples; [ ] = another dose, or the depositor's remark. An excerpt; count on the stated rates, not on these rows.

SMILES	NPY-Y1 PAM-ag	14-3-3 Bad PPI	PPC-1+TRAIL kill	EP2 mod	zfTRPN1 agonist	CHOP inhibitor	NPY-Y1 antag	TRPML3 ag	PGE2 EP2 inh
Cc1cccc(N(C(=O)c2ccc(CN3CCOCC3)o2)C(C(=O)NC(C)(C)C)c2ccc(F)cc2)c1 (centres undefined)	-29	-8	-7	-23	-0.7	23	0	1.6	15
CCOC(=O)CSc1nc2c(c(=O)n(Cc3ccccc3Cl)c(=O)n2C)n1C	9	6	-3	24	0.1	-5	-7	-0.5	15
O=C(N/N=C/c1c[nH]c2ccc(Br)cc12)c1ccc2c(c1)OCO2	2	1	-1	-80	0.7	24	-3	2.0	5
Cc1c(SCCO)c(=O)[nH]c2cc3c(cc12)OCO3	-7	-3	17	16	1.7	-8	5	0.7	21
CCO[C@H]1OC(C(=O)N2CCN(Cc3ccccc3)CC2)=C[C@@H](c2ccc(C(F)(F)F)cc2)[C@@H]1CCCO	-24	-2	8	-26	0.6	-6	2	0.0	-3
Nn1c(Cc2ccccc2)nc2sc3c(c2c1=O)CCC3	10	0	13	-31	-1.2	8	·	0.3	4
CC(C)OC(=O)Nc1ccc2c(c1)N(C(=O)N1CCN(C)CC1)c1ccccc1CC2	16	23	74*[5 µM]	-13	0.4	16	·	-0.1	7
Cn1cc(C(=O)C(F)(F)F)c2ccccc21	-2	-6	13	15	-0.6	-9	-1	0.3	10
Cc1cc(C)cc(N(CC(=O)O)S(=O)(=O)c2c(C)noc2C)c1	3	-1[fluorescence artefact?]	2	11	-1.4	0	-2	0.9	7
O=C(Nc1ccccc1)Nc1cccc2nsnc12	-2	-7	13	-34	0.9	18	9	0.1	5
O=C(Nc1ccc2c(c1)OCO2)C(c1ccccc1)N1CCC2(CC1)OCCO2 (centres undefined)	1	8[fluorescence artefact?]	9	40	0.1	-14	-2	1.5	11
CCOC(=O)c1c(NC(=S)Nc2ccc(OC)cc2)sc2c1CCC2	-6	-10[fluorescence artefact?]	3	21	0.4	47	1	0.7	9
CC(C)(C)Nc1nc(Cl)nc(N(C#N)CN2C(=O)c3ccccc3S2(=O)=O)n1	65*	-5	·	-34	0.1	-59	-2	0.7	11
O=C(NCc1nc2ccccc2[nH]1)c1cc2ccccc2oc1=O	1	4	3	-18	-0.3	-7	-1	-0.3	22
Cc1cc(C)nc(SCc2nnc(SCC(N)=O)o2)n1	20	-3	23	-4	0.6	-8	-1	0.6	2
C=CCn1c(SCCOc2ccc(OC)cc2)nnc1C(C)NC(=O)Cc1ccc(OC)cc1 (centres undefined)	10	2	24	22	-1.4	-2	-1	-0.6	9
Cc1ccc(CN2C3=NC(=O)CN3c3ccccc32)cc1	-9	8	24	-6	0.2	20	0	0.8	-1
CN(C)C(=O)CCSc1nnc(-c2ccco2)o1	-14	0	2	7	0.6	32	-1	1.0	11
COC(=O)c1ccc(C)c(NC(=O)CN2C(=O)c3ccccc3S2(=O)=O)c1	-4	1	-11	11	0.2	14	-10	0.8	6
Cc1cccc(N2CC(c3nc4ccccc4n3C)CC2=O)c1C (centres undefined)	7	11[fluorescence artefact?]	0	8	3.6	2	6	1.2	9
CC(=O)Nc1ccc(S(=O)(=O)n2cnc(C)c2)cc1	13	1	11	12&3	2.2	1	-9	1.1	18&7
COc1ccc(CNC(=O)CSc2nnc(C)n2-c2ccc(F)cc2)cc1	6	0	20	19	-0.2	-5	5	0.7	5
COc1cc(/C=N/NC(N)=S)ccc1OC(=O)c1ccc(C)cc1	18	-9	20	19	-1.5	27	0	-0.4	8
O=C(Nc1sc2c(c1C(=O)O)CCCCC2)c1ccco1	-7	0	37	-4	-0.1	32	15	0.4	7
O=C(CSc1ccc(C(F)(F)F)cc1[N+](=O)[O-])Nc1ccc2ccccc2c1	-8	1	0	-7	0.8	43	-2	0.6	-1

Structural class, the compounds so far containing an NH in an aromatic ring
SMILES	NPY-Y1 PAM-ag	14-3-3 Bad PPI	PPC-1+TRAIL kill	EP2 mod	zfTRPN1 agonist	CHOP inhibitor	NPY-Y1 antag	TRPML3 ag	PGE2 EP2 inh
O=C(N/N=C/c1c[nH]c2ccc(Br)cc12)c1ccc2c(c1)OCO2	2	1	-1	-80	0.7	24	-3	2.0	5
Cc1c(SCCO)c(=O)[nH]c2cc3c(cc12)OCO3	-7	-3	17	16	1.7	-8	5	0.7	21
O=C(NCc1nc2ccccc2[nH]1)c1cc2ccccc2oc1=O	1	4	3	-18	-0.3	-7	-1	-0.3	22

Carrying on:
SMILES	NPY-Y1 PAM-ag	14-3-3 Bad PPI	PPC-1+TRAIL kill	EP2 mod	zfTRPN1 agonist	CHOP inhibitor	NPY-Y1 antag	TRPML3 ag	PGE2 EP2 inh
CCOC(=O)C1=C(C)C(c2ccc(OC)cc2OC)NC(=O)N1 (centres undefined)	5	1	22	22	0.8	39	-1	0.5	8
CC12CCC(C(=O)N3CCCCC3)(CC1=O)C2(C)C (centres undefined)	10	-2[fluorescence artefact?]	16	11	1.4	-14	6	-0.5	7
COc1cccc(-c2ccc(SCC(=O)N3CCOCC3)nn2)c1	-12	-2	7	8	0.4	25	4	0.2	3
O=C(NCc1cccc(F)c1)C1CCN(S(=O)(=O)Cc2ccccc2)CC1	9	0	9	-16	1.9	2	10	0.6	10
O=C(C1CCCN1S(=O)(=O)c1cccc2nsnc12)N1CCCCCC1 (centres undefined)	-1	-2	11	21	2.6	-3	·	1.1	8
COc1cc(OC)c2c(=O)cc(-c3cccnc3)oc2c1	4	-5	32	-4	0.6	-24	·	0.5	5
Oc1ccc(/C=N/N2CCN(C3c4ccccc4-c4ccccc43)CC2)cc1O	2	0	-13	14	1.7	91*	·	0.4	7
COc1cccc(CNC(=O)C(CCSC)NS(=O)(=O)c2ccc3c(c2)oc(=O)n3C)c1 (centres undefined)	-4	-9[fluorescence artefact?]	1	26	-1.3	44	-1	-1.4	12
O=C(NC12CC3CC(CC(C3)C1)C2)N1CCN(c2nc(-c3ccccc3)cs2)CC1	0	-6	16	-55	-0.5	17	-1	1.0	·
CN1C(=O)C2(c3ccccc31)c1c(oc3ccccc3c1=O)C(=O)N2CCCO (centres undefined)	21	0	-12	21	0.9	-4	·	0.7	10
COc1ccccc1NC(=O)COC(=O)Cc1cccs1	11	-7	-15	18	-2.1	0	3	-0.2	7
Cc1nn(C)cc1/C=N/NC(=O)C1(O)c2ccccc2-c2ccccc21	-5	1	4	14	0.0	20	3	0.2	2
CCOC(=O)c1cn(CC(=O)Nc2ccc(CC)cc2)nn1	3	9	16	6	-0.2	54	-1	0.5	2
CC(C)(C)OC(=O)N1CCC(C(=O)N2CCOCC2)CC1	-8	4	-18	0	2.5	2	0	0.1	16
CC(C)(C)c1cc(C(C)(C)C)n(-c2ccccc2)n1	-15	0	22	46	0.8	62	3	0.5	7
O=C(NCc1ccc(F)cc1)Nc1ccc(Cl)cc1	10	20	19	-35	6.1	8	5	3.6	3
COc1cc(/C=C(\C#N)C(=O)NCc2ccccc2)ccc1OCc1ccc(C(=O)O)cc1	31	5	-3	-39	0.2	-15	·	1.0	14
CCOC(=O)Cc1csc(NS(=O)(=O)Cc2ccccc2)n1	-37	-3	16	37	-0.6	21	2	0.7	7
CC(=O)c1oc2ccccc2c1NC(=O)CCCN1C(=O)c2ccccc2C1=O	-4	-4	11	-20	1.9	9	-6	0.6	14
CCOC(=O)c1sc2nc(C)nc(SCC(=O)N(CC)C3CCS(=O)(=O)C3)c2c1C (centres undefined)	1	-8	24	-42	2.5	23	4	0.9	2
CNC(=S)NNC(=O)c1cccc(C(F)(F)F)c1	12	6	10	16	0.1	-14	-3	1.0	12
CCOCCCN1C(=O)CN(C2CCC(C)CC2)C(=O)C1c1ccc(C)cc1 (centres undefined)	-6	-8	31	-17	-1.2	-1	-3	-0.1	6
O=C1C2C3C=CC(C3)C2C(=O)N1CCC(=O)N1CCc2ccccc21 (centres undefined)	18	-2	6	8	1.3	42	2	1.4	5
COc1ccc(OC)c(-n2nnnc2SCC(=O)Nc2ccc3c(c2)OCCO3)c1	21	-12	7	8&-39	1.1	0	-1	0.1	11&9
CN1C(=O)CCC1(O)c1ccccc1 (centres undefined)	9	-7	19	8	0.1	22	-1	0.6	4
SMILES	NPY-Y1 PAM-ag	14-3-3 Bad PPI	PPC-1+TRAIL kill	EP2 mod	zfTRPN1 agonist	CHOP inhibitor	NPY-Y1 antag	TRPML3 ag	PGE2 EP2 inh
CC(C)c1cc(NC(=O)C(C)(C)C)cc(C(C)C)c1O	3	3	25	21	-0.9	67	5	0.9	29
CSc1ncccc1C(=O)OCC(=O)c1ccccc1Br	-8	-7	-2	12	-1.6	5	3	-0.7	5
COc1ccc(/C=N/N2C(=O)CSC2=S)cc1	-23	-18	12	-8	-0.7	34	-5	0.9	16
COc1ccc(CCNC(=O)COC(=O)/C=C/c2ccc(OCC#N)c(OC)c2)cc1OC	-2	-6	26	-1	1.4	5	0	1.7	1
CC(=O)CC(=O)Nc1ccc(Nc2ccccc2)cc1	-1	-40	18	-30	0.0	33	-4	0.1	15
CC1Cc2ccccc2N1C(=O)CSc1nc2c(c(=O)n(C)c(=O)n2C)n1Cc1ccc(F)cc1 (centres undefined)	-30	·	·	52	1.3	·	1	1.1	11&20
Cc1ccc(C2CC(=O)C=C(NCC(C)C)C2)cc1 (centres undefined)	-10	-24	-16	13	1.5	12	4	0.5	9
CC1=NN(c2ccc(C)cc2C)C(=O)C1C(c1ccccc1O)C1C(=O)N(c2ccc(C)cc2C)N=C1C (centres undefined)	-10	5	-8	11	0.2	-5	4	0.7	10
COc1ccc(C(C(=O)NC2CCCC2)N(C(=O)c2snc(-c3ccc(F)cc3)c2N)c2ccc(OC)cc2)cc1 (centres undefined)	-1	-10	15	38	0.1	17	0	0.4	6
CCCc1cc(C(=O)NC2CCCCC2)no1	-15	13	10	-8	-0.3	0	4	0.1	8
COCCCn1c(SCC(=O)NCc2ccccc2)nc2ccccc2c1=O	13	11	-2	16	-0.2	-5	0	-1.1	5
CC1CCN(C(=O)CSc2nncn2C)CC1	10	1	-15	12	1.0	10	0	-0.6	5
Cc1ccc(Cl)cc1N1CCN(C(=O)COc2ccc(S(=O)(=O)NC(C)C)cc2)CC1	0	-12	14	-7	3.2	·	0	0.7	12
COc1c(F)c(F)c(C(=O)O)c(Nc2cc(C)cc(C)c2)c1F	7	-9	-14	15	2.1	22	5	0.4	2
Cc1c(Cl)cccc1NC(=S)N(Cc1cccnc1)Cc1ccccc1Cl	-30	-3	6	-6	-0.2	41	7	-1.7	8
CCN1C(=O)c2ccc(C(=O)NCc3ccccc3)cc2C1=O	-6	1	8	-10	0.7	8	2	0.3	15
O=C1CCC/C1=C/Nc1cccc(F)c1	2	0	4	-2	1.1	-8	·	0.4	3
CC(=O)CC1(O)C(=O)N(Cc2ccccc2)c2ccccc21 (centres undefined)	-13	2[fluorescence artefact?]	0	-3	-0.6	-6	-6	0.2	3
